# EBV gp42 block: inhibitors of Epstein-Barr virus glycoprotein 42; Q1HVG2; Fluorescence polarization binding assay, mP read-out; inhibition, % (tested at 21.74 µM); 0.42% of 220,000 active; in the data active = inhibition above about 50%
# Furin inhibitor: inhibitors of human furin; purified furin, fluorogenic substrate cleavage; 0.061% of 220,000 active; inhibition, % at 30 µM; AID 463115; P09958; in the data active = inhibition above about 25%; note: inactives centre near -15
# p47phox inh: p47phox (human) inhibition; P14598; p47phox/p22phox peptide binding, fluorescence polarization, 2 h; inhibition, % at 24.7 µM; 0.53% of 220,000 active;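 note: 0% = p47phox with labelled peptide and 100% = labelled peptide alone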
# Target sequence (P14598 whole entry, looked up): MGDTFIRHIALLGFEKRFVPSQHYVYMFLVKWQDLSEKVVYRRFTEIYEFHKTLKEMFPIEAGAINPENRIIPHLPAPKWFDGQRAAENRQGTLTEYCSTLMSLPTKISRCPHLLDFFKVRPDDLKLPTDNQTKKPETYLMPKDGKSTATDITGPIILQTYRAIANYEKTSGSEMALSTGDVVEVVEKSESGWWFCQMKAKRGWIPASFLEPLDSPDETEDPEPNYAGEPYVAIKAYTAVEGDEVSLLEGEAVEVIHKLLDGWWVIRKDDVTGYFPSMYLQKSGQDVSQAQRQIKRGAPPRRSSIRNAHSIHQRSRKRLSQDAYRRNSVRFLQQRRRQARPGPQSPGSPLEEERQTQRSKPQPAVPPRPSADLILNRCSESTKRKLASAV
# Cl transport mod: modulates chloride dependent transport by human KCC2; KCC2 cells, thallium flux FluoZin-2 fluorescence; B-score of Tl+ flux slope (higher = more flux/activation; lower = inhibition) at 10 µM; 2.2% of 190,000 active; AID 1456;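 active = thallium flux slope and its plate-corrected score both differing from the plate sample mean at a set confidence after two filtering rounds, in either direction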;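 note: slope of fluorescence scaled to starting intensity during 10 to 20 s after thallium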
# 14-3-3 Bad PPI: disrupts binding of bovine 14-3-3 zeta to phospho-Bad peptide | inhibition, % at 21.7 µM | P63103 | 0.71% of 220,000 active | AID 781 | TR-FRET 14-3-3zeta/Dy647-pBad peptide displacement, 1 h;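 active = inhibition above about 70%, limit read from the data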;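 note: 0% = full 14-3-3 plus peptide FRET controls and 100% = background without 14-3-3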
# KLK5 inh: kallikrein 5 (human) inhibition; inhibition, % at 5 µM; recombinant hK5, fluorogenic AMC substrate cleavage; 0.59% of 210,000 active;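 active = inhibition of 40% or more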;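 note: 0% = enzyme controls without compound and 100% = no-enzyme blanks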
# Target sequence (Q9Y337 67-293 limits assumed): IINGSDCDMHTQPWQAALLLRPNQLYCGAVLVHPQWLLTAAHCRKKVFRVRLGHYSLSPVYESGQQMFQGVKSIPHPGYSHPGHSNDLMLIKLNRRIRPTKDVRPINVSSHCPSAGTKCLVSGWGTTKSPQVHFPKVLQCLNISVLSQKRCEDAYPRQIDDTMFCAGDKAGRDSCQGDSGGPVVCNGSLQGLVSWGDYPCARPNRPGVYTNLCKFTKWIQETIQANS
# Thrombin inh: inhibitors of human thrombin | alpha-thrombin, Boc-VPR-AMC fluorogenic substrate cleavage | inhibition, % at 5 µM | 0.26% of 220,000 active;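 active = inhibition at or above 40%; inactive = inhibition below 40%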;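 note: 0% = enzyme with no compound and 100% = wells without enzyme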
#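 Material: Human alpha-thrombin protein | Buffer or medium: pH 7.5 Tris-saline with Tween 20 | Reagent: Boc-VPR-AMC substrate, 15 µM final | Schedule: Reaction at ambient temperature | Detection: AMC fluorescence at 355 nm excitation and 460 nm emission | Evaluation: Percent inhibition scaled between no-compound controls and no-enzyme blanks | Controls: no-compound enzyme wells and no-enzyme blanks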
# eIF4E 4G PPI: inhibitors of eIF4E and eIF4G interaction in translation initiation | inhibition, % at 21.7 µM | TR-FRET eIF4E-eIF4GI(517-606) binding, 2 h | P63073+Q04637 | 0.37% of 220,000 active | AID 782;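 note: 0% = full FRET control wells and 100% = background wells lacking eIF4GI fragment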
# Rad51 HR inh: Rad51 (human) homologous recombination inhibition; hRad51 DNA strand exchange, fluorescence dequenching; inhibition, % at 10 µM; 0.085% of 200,000 active;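 active = inhibition above 40% at the single screening dose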;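 note: 0% = DMSO control wells and 100% = blanks with heterologous ssDNA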
# Target sequence (Q06609 whole entry, looked up): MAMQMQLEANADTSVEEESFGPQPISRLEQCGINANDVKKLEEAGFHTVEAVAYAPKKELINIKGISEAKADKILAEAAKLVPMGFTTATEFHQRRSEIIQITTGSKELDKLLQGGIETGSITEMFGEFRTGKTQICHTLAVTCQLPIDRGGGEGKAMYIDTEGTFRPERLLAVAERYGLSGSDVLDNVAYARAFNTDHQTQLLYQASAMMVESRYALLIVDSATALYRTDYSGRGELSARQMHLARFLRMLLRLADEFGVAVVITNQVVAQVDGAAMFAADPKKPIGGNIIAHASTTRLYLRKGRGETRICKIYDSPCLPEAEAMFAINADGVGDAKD
#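 Material: Human Rad51 nucleoprotein filaments preassembled on unlabelled ssDNA | Also added: Labelled 47-mer dsDNA for strand exchange | Dosing: Single dose, 10 µM final compound | Schedule: 30-min compound preincubation and 15-min exchange, both room temperature | Technique: Fluorescence dequenching at 485/520 nm | Measure: Percent inhibition relative to plate controls and blanks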
# The depositor's hits bear a star; . = not tested or not shown; & = joins results of further samples; [ ] = dose if it differs, or a comment.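 Rule for the calls, unless noted: active = inhibition above about 30% (limit read from the data); inactive = the rest.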
SMILES,EBV gp42 block,Furin inhibitor,p47phox inh,Cl transport mod,14-3-3 Bad PPI,KLK5 inh,Thrombin inh,eIF4E 4G PPI,Rad51 HR inh
O=C(Nc1cc(C(F)(F)F)ccc1Cl)c1ccncc1,-15,-22,-10,0.24,-13,2,-6,-1,5
Cc1cc2c(=O)n(NC(N)=O)c(C)nc2s1,-10,-11,-5,-0.66,-11,-8,2,2,4
CS(=O)(=O)N(CC(=O)N1CCN(c2ccc(F)cc2)CC1)c1ccc(F)c(Cl)c1,-9,-21[20 µM],-7,-4.4*,-2,0,5,-5,0
Cn1c(SCC(=O)N2CCN(c3ccccc3)CC2)nnc1-c1ccccc1,-23,-26[20 µM],-16,-1.6,-5,7,-17,2,4
O=C(Nc1ccccc1)Nc1c(F)cccc1F,-21,-17,-4,0.56,5,0,-6,3,2
CC(NC(=O)Nc1ccc(Cl)cc1)C1CCCO1 (centres undefined),-11,-29,.,-0.14,-3,4,-1,3,.
COc1ccc(/C=N/NC(=O)c2ccn[nH]2)cc1Cn1cc([N+](=O)[O-])cn1,-19,7,-14,0.33,-2,1,-3,3,.
CCCCNC(=O)C1CC(=O)N(CCc2ccccc2)C1 (centres undefined),0,-12,-3,0.67,-13,-9,-4,1,8
CCCS(=O)(=O)NCCc1cc2ccc(OC)cc2[nH]c1=O,-2,-14,-6,1.2,10,-27,-12,1,-3
COc1cccc(/C=N/NC(=O)c2ccc(CN3c4cccc5cccc(c45)S3(=O)=O)cc2)c1,-7,-15,-16,-0.4,-7,-21,-10,5[fluorescence artefact?],8
Nc1nnc(SCC(=O)NN2C(=O)NC3(CCCCC3)C2=O)s1,-3,-2,-2,-0.0077,16[fluorescence artefact?],-11,-3,-1[fluorescence artefact?],-2
FC(F)(F)c1cccc(-c2nn[nH]n2)c1,-16,-30,-10,0.18,-2,-2,-3,-2,5
COCCN1C(=O)/C(=C/c2ccc(N3CCCC3)cc2C)SC1=S,19,-9,-261,-5.4*,-4,2,1,3,30
CCSCc1nnc(SCC(=O)Nc2cc(F)ccc2C)n1C,-11,-13,-5,0.35,6,4,3,1,-5
CCOC(=O)/C(C(N)=NCCCO)=C(/O)c1ccccc1,-17,-8[20 µM],-4,-0.083,0,7,-6,-2,7
Cc1ccc(C(c2nnnn2C2CCCC2)N2CCc3ccccc32)cc1 (centres undefined),-2,-9,-39,-1.6,-13[fluorescence artefact?],-9,0,12,13
Cc1ccc(-n2c(C)cc(C(=O)CN3CCOCC3)c2C)cc1C,-10,-22,-7,0.86,-10,2,1,-2,3
Cc1[nH]nc2c1C1(CCN(C(=O)c3ccccc3)CC1)C(C#N)=C(N)O2,-1,-20[20 µM],-12,-0.24,-9[fluorescence artefact?],-10,-5,-22[fluorescence artefact?],3
COc1ccccc1-n1c(C)cc(/C=C2/C(=N)N3C(=NC2=O)SN=C3S(C)(=O)=O)c1C,0,-23,-22,-4.3,-5,6,3,1,6
COc1ccc(N2C(=O)C(CC(=O)Nc3ccccc3)N(Cc3ccc(OC)c(OC)c3)C2=O)cc1 (centres undefined),-20,-12,-8,-0.35,-2,0,-1,-9,0
CCOc1ccc(Cc2nc(C)c(CC(=O)N3CCCCC3)c(=O)[nH]2)cc1,-3,-28,6,-0.26,-8,2,-7,4,-2
Cc1ccc(C)c(NC(=O)Cc2nc(CCl)cs2)c1,-3,-36,-2,0.54,-2,-8,2,4[fluorescence artefact?],14
Cc1ccc(S(=O)(=O)NNc2nnc(C)c(=O)[nH]2)cc1,-15,-18,-18,1.6,1,0,2,3,8
Cc1cccc(OCC(=O)N2CCN(S(C)(=O)=O)CC2)c1,0,-13,4,-0.75,-1,2,-6,-2,4

# A different layout for part of the listing above:
EBV gp42 block | Furin inhibitor | p47phox inh | Cl transport mod | 14-3-3 Bad PPI | KLK5 inh | Thrombin inh | eIF4E 4G PPI | Rad51 HR inh | Molecule
-10 | -22 | -7 | 0.86 | -10 | 2 | 1 | -2 | 3 | Cc1ccc(-n2c(C)cc(C(=O)CN3CCOCC3)c2C)cc1C
-1 | -20[20 µM] | -12 | -0.24 | -9[fluorescence artefact?] | -10 | -5 | -22[fluorescence artefact?] | 3 | Cc1[nH]nc2c1C1(CCN(C(=O)c3ccccc3)CC1)C(C#N)=C(N)O2

# (list continues)
SMILES,EBV gp42 block,Furin inhibitor,p47phox inh,Cl transport mod,14-3-3 Bad PPI,KLK5 inh,Thrombin inh,eIF4E 4G PPI,Rad51 HR inh
CCCCn1c(SCC(=O)Nc2ccc3c(c2)OCO3)nc2c1c(=O)n(C)c(=O)n2C,-18,-12,-19,.,5,-21,3,-1,-4
CN1C(=O)C(O)(C2COC(C)(C)CC2=O)c2ccccc21 (centres undefined),-30,-19,-2,.,-12,-10,2,3,1
CC(C)OCCCn1c(SCC(=O)N2CCc3ccccc32)nc2ccccc2c1=O,-33,-16,-9,-0.55,9,-2,-5,-5[fluorescence artefact?],-5
CCC1CCCCN1C(=O)COc1c(Br)cc(Br)c2cccnc12 (centres undefined),-12,-3,-5,1.6,-3,.,2,5,.
O=C(/C=C\Nc1ccc(S(=O)(=O)Nc2ncccn2)cc1)c1ccccc1,-3,-21,0,0.058,2,6,2,-4,12
CCn1c(C)nc2cc(C(=O)NNC(=O)Nc3cccc(Cl)c3)ccc21,11,-21,-19,0.67,-16,0,2,-1,30
Cc1ccccc1-c1nnc(NC(=O)c2cc3ccccc3oc2=O)s1,1,-4,-7,0.94,8[fluorescence artefact?],-10,1,2,3
CCCCn1cc(SCC(=O)O)c2ccccc21,-18,-19[20 µM],-13,-0.016,-10[fluorescence artefact?],-19,-8,-3,-2
COc1nc(Nc2ccc([N+](=O)[O-])cc2)nc(NC(C)C)n1,6,-9,-10,-0.71,-2,-11,-7,-2,4
Cc1ccc2nc(SCC(=O)c3cc(C)n(C)c3C)[nH]c2c1,-3,-17[20 µM],-18,-0.47,-8,1,4,3,3
CC(=O)c1c(C)[nH]c(C(=O)OCC(=O)N2CC(=O)Nc3ccccc32)c1C,-26,1,0,0.45,-4,-6,0,3[fluorescence artefact?],24
N/C(Cc1ccc(Cl)cc1Cl)=N\OC(=O)c1ccccc1F,-7,-14,-9,-1.4,-7,-9,-6,0,-13

# In another format: results already given.
compound	EBV gp42 block	Furin inhibitor	p47phox inh	Cl transport mod	14-3-3 Bad PPI	KLK5 inh	Thrombin inh	eIF4E 4G PPI	Rad51 HR inh
Cc1ccc(-n2c(C)cc(C(=O)CN3CCOCC3)c2C)cc1C	-10	-22	-7	0.86	-10	2	1	-2	3
Cn1c(SCC(=O)N2CCN(c3ccccc3)CC2)nnc1-c1ccccc1	-23	-26[20 µM]	-16	-1.6	-5	7	-17	2	4
CCCS(=O)(=O)NCCc1cc2ccc(OC)cc2[nH]c1=O	-2	-14	-6	1.2	10	-27	-12	1	-3
COCCN1C(=O)/C(=C/c2ccc(N3CCCC3)cc2C)SC1=S	19	-9	-261	-5.4*	-4	2	1	3	30
Cc1[nH]nc2c1C1(CCN(C(=O)c3ccccc3)CC1)C(C#N)=C(N)O2	-1	-20[20 µM]	-12	-0.24	-9[fluorescence artefact?]	-10	-5	-22[fluorescence artefact?]	3

# Next records follow.
SMILES,EBV gp42 block,Furin inhibitor,p47phox inh,Cl transport mod,14-3-3 Bad PPI,KLK5 inh,Thrombin inh,eIF4E 4G PPI,Rad51 HR inh
CCOC(=O)C1=C(C)Nc2nc(=S)[nH]n2C1c1ccc(Cl)cc1 (centres undefined),-3,-14[20 µM],-8,-0.18,-5,-9,-4,1,.
Cc1cc(C)cc(-n2cccc2/C=C2/C(=N)N3C(=NC2=O)SN=C3S(C)(=O)=O)c1,4,-11,-115,-3.7,-2,-4,1,13,-22
O=C(c1ccc(S(=O)(=O)N2CCOCC2)cc1)N(c1cccc(Cl)c1)C1C=CS(=O)(=O)C1 (centres undefined),-7,-26,2,-0.65,-3,-5,1,-1,8
CSc1cccc(NC(=O)/C=C/c2ccc(Cl)cc2)c1,-2,-32,-9,0.53,2,0,-9,-3,2
CCOC(=O)NC(C(Cl)(Cl)Cl)S(=O)(=O)c1ccccc1 (centres undefined),-4,-11,-6,1.5,-4,-1,4,0,-1
COCCNC(=O)CSc1nc(-c2ccccc2)cs1,-1,-8[20 µM],-1,0.7,-3,1,-8,-1,0
CCOC(=O)c1cc(C)sc1NC(=O)c1ccc(Cl)s1,-13,-11[20 µM],-18,1.2,4,1,-6,-3,-8
CCCCc1nc2ccccc2c(=O)n1NC(=O)c1c(O)c2c(n(CC(C)C)c1=O)CCCC2,-35,-15,-31,-2.2,-1,-23,-2,29,-1
Cn1c(NCc2ccco2)nc2c1c(=O)n(Cc1ccc(Br)cc1)c(=O)n2C,-14,-10[20 µM],-9,0,0,0,1,6,1
C=CCn1c(NS(=O)(=O)c2ccccc2)c(S(=O)(=O)c2ccc(C)cc2)c2nc3ccccc3nc21,18,-17,-3,-3.3,8[fluorescence artefact?],-34,-15,4[fluorescence artefact?],5
Cc1cc(C)n(-c2nnc3n2N=C(c2c[nH]c4ccccc24)CS3)n1,-31,-10[20 µM],8,-0.24,-8,2,5,6,5
Cc1ccc(C(CC(=O)O)C2CCOC(C)(C)C2)cc1 (centres undefined),-3,-4[20 µM],-3,1.9,2,0,0,-4,-16
CC(C)c1nnc(N2C(=O)c3oc4ccccc4c(=O)c3C2c2ccco2)s1 (centres undefined),1,-15[20 µM],-5,-1.5,9,-7,0,9,-3
NC(=O)c1ccc[n+](CC(=O)c2ccccc2)c1,-17,-17,-2,-0.15,0,1,-37,0,-11
NC(=O)C1CCN(C(=O)COc2cccc3ccccc23)CC1,-10,-15[20 µM],-3,-0.12,3,-31,-7,-7,-2
COC(=O)c1c(C)[nH]c(C)c1-c1ccc([N+](=O)[O-])cc1,4,-17,1,-1.6,-5,.,-1,5,.
COc1ccc(-n2c(Cn3nnc4ccccc43)nnc2SCC(=O)O)cc1,-7,-18,-15,0.29,0,10,1,5[fluorescence artefact?],7
CC(C)(C)C1=NN=C2c3ccccc3C(=O)C21 (centres undefined),-8,-22,-28,-0.58,2,-8,-7,0,4
CCCn1nnnc1NC(=O)c1cc(Cl)ccc1Cl,-1,-20,-7,0.79,-12[fluorescence artefact?],-1,-2,1,-4
CN(C)S(=O)(=O)c1ccc2c(c1)nc(CCC(=O)NCc1ccc(Cl)cc1)n2C,3,-22,-4,1.4,-10,-2,5,9,27
Cn1nc(C(F)(F)F)c(-c2ccc(Br)cc2)c1NC(=O)c1nccnc1C(=O)O,2,-14,-9,0.69,-1,-2,-5,-6,.
CC1CCc2c(sc3ncn(CCO)c(=O)c23)C1 (centres undefined),-24,-9,-2,-0.67,-4,1,.,0,8
O=C(CN1C(=O)C2C3C=CC(C4CC34)C2C1=O)Nc1cnc2ccccc2c1 (centres undefined),-11,-16,5,-0.97,-2,-3,-4,-1,-10
O=C(O)/C=C\C(=O)Nc1ccc(F)c(F)c1F,-18,-3,-15,-1,-18,-2,-3,-4,9
Cn1c(CO)cnc1SCc1c(Cl)cccc1Cl,-6,-18[20 µM],6,.,-7,-14,2,-9,-8
COc1ccc(Nc2nnc(SCC(=O)/C=C3/N(C)c4ccccc4C3(C)C)s2)cc1,-9,8,-210,-3.5,13,-16,-7,-4,-27
CC1(C(=O)NCc2ccccc2)Oc2ccccc2NC1=O (centres undefined),-9,-11[20 µM],-14,-0.1,4,18,2,-7,6
COc1cc(/C=C2/SC(=O)NC2=O)ccc1Oc1ccc([N+](=O)[O-])cc1[N+](=O)[O-],-4,-14,-12,-2.4,33,12,2,14,5
Cc1ccc2nc3c(cc(C(=O)NCC4CCCO4)c(=N)n3CCCOC(C)C)c(=O)n2c1 (centres undefined),-19,-180,6,.,-3,-34,-3,-1,-4
CN(C)CCOC(=O)C1(c2ccccc2)CCOCC1,-19&-22,-7,-3&3,1.3,5&30,-1&26,-23&-5,-3&-4,9&-13
